Screens (PubChem)
All columns: NCI-60 one-dose screen, growth in % after 48 h at 10 µM unless noted; 100 = growth as untreated, 0 = no growth, -100 = all killed.
CAKI-1: CAKI-1 renal cancer; 75,000 compounds, 4.7% hits
RXF 393: RXF 393 renal cancer cells; 77,000 compounds, 6.9% hits
A498: A498 renal cancer cells. 76,000 compounds, 5.4% hits
SF-268: SF-268 CNS cancer cells. 82,000 compounds, 3.1% hits. AID 1794759
SNB-75: SNB-75 CNS cancer | 79,000 compounds, 5% hits | AID 1794750
SF-539: SF-539 CNS cancer. 81,000 compounds, 6.8% hits. AID 1794752
ACHN: ACHN renal cancer; 81,000 compounds, 4.9% hits; AID 1794771
SNB-19: SNB-19 CNS cancer cells; 81,000 compounds, 2.5% hits
* marks the source's active call; other numbers are inactive results; & = joins results of further samples; ! = a repeat was not active. The calls were made as follows: active = growth percent below 10; inactive = the rest.

For NC(=S)N/N=C/c1ccccc1S(=O)(=O)O the results were CAKI-1 99.4, RXF 393 105.1, A498 105.1, SF-268 99.9, SNB-75 95.6, SF-539 91.2, ACHN 99.3 and SNB-19 95.9.
`CCOc1ccc(N=Nc2sc(Nc3cccc(Nc4nc(C)c(N=Nc5ccc(OCC)cc5)s4)c3)cc2C)cc1` gave CAKI-1 91.7, RXF 393 99.0, A498 86.5, SF-268 95.5, SNB-75 92.2, SF-539 99.9, ACHN 98.9 and SNB-19 88.5.
COc1cccc(-c2nc3sccn3c2-c2ccnc(NCCNC(=O)c3cccc(C(F)(F)F)c3)n2)c1 was read as CAKI-1 50.6, RXF 393 60.5, A498 63.5, SF-268 71.0, SNB-75 85.4, SF-539 88.3, ACHN 49.4 and SNB-19 101.9.
Screening COc1ccccc1N(CCO)CCO returned CAKI-1 95.2, RXF 393 106.3, A498 75.5, SF-268 107.6, SNB-75 120.7, SF-539 111.1, ACHN 106.2 and SNB-19 110.6.
`NS(=O)(=O)c1ccc(CCn2c(SCC(=O)N/N=C/c3ccc(F)cc3)nc3ccccc3c2=O)cc1` gave CAKI-1 94.4, RXF 393 91.6, A498 101.1, SF-268 92.3, SNB-75 87.7, SF-539 95.9, ACHN 105.1 and SNB-19 95.9.
CCOC(=O)c1nc(Oc2ccc(NC(=O)Nc3ccc(Cl)c(C(F)(F)F)c3)cc2)c2ccccc2n1 was read as CAKI-1 95.5, RXF 393 111.2, A498 88.2, SF-268 89.9, SNB-75 78.4, SF-539 98.8, ACHN 107.2 and SNB-19 108.8.
O=C1NC(=O)C(O)(C(=O)O)N1 (centres undefined) was read as CAKI-1 89.0, RXF 393 123.6, A498 95.3, SF-268 110.1, SNB-75 99.6, SF-539 103.1, ACHN 104.2 and SNB-19 100.3.
For CCN(CC)C(C)CN1c2ccccc2Sc2ccccc21 (centres undefined) the results were CAKI-1 75.0, RXF 393 83.3, A498 97.9, SF-268 110.2, SNB-75 60.6, SF-539 107.4, ACHN 85.6 and SNB-19 94.7.
Screening COc1cc(-c2cc(/C=C/C(=O)c3ccc(F)cc3Br)[nH]n2)cc(OC)c1OC returned CAKI-1 109.2, RXF 393 107.0, A498 104.0, SF-268 104.0, SNB-75 89.9, SF-539 97.3, ACHN 98.8 and SNB-19 92.7.
Screening Cc1cn(C2CCCCC2)c(=O)n(-c2ccccc2)c1=O returned CAKI-1 95.5, RXF 393 120.6, A498 126.2, SF-268 103.7, SNB-75 97.3, SF-539 97.3, ACHN 109.1 and SNB-19 109.5.
For O=c1[nH][nH]c2cc([N+](=O)[O-])ccc12 the results were CAKI-1 85.3&93.3, RXF 393 110.1&113.0, A498 83.4&89.9, SF-268 94.3&101.4, SNB-75 94.0&99.4, SF-539 100.1&100.3, ACHN 101.9&115.0 and SNB-19 103.4&106.9.
O=C(CCl)Nc1ccc(C(=O)/C=C/c2cc3ccccc3nc2Cl)cc1 was read as CAKI-1 -43.5*!, RXF 393 -85.3*!, A498 192.8&115.6, SF-268 -15.5*!, SNB-75 68.0&51.2, SF-539 -99.1*!, ACHN 9.8* and SNB-19 -80.0*!.
For CCCCCCCCCCCCCC(=O)N1CCOCC1 the results were CAKI-1 88.9, RXF 393 106.5, SF-268 94.8, SNB-75 105.1, SF-539 99.7, ACHN 108.9 and SNB-19 106.1.
COc1ccc(-c2nn(C(=O)NCCN3CCOCC3)cc2-c2ccncc2)cc1Cl was read as CAKI-1 89.5, RXF 393 111.6, A498 98.4, SF-268 90.6, SNB-75 83.0, SF-539 106.8, ACHN 96.5 and SNB-19 88.0.
`O=C(c1ccccc1)C1C(c2ccccc2)C1[N+](=O)[O-]` (centres undefined) gave CAKI-1 94.3, RXF 393 116.9, A498 105.2, SF-268 107.0, SNB-75 97.3, SF-539 92.6, ACHN 107.5 and SNB-19 95.6.
Screening CC1(C)CC[C@]2(CO)CC[C@]3(C)[C@H](CC[C@@H]4[C@@]5(C)CC[C@H](O)C(C)(C)[C@@H]5CC[C@]43C)[C@H]2[C@H]1O returned CAKI-1 99.9, RXF 393 61.1, A498 91.5, SF-268 83.7, SNB-75 -33.7*, SF-539 12.8, ACHN 77.2 and SNB-19 96.1.
Screening CCn1c(SCC(=O)c2ccc(Br)cc2)nnc1-c1ccncc1 returned CAKI-1 95.6, RXF 393 112.7, A498 91.1, SF-268 96.5, SNB-75 81.7, SF-539 99.3, ACHN 109.4 and SNB-19 99.2.
Screening CC(C)(C)NC(=O)Nc1ncccc1OCc1cccc(Cl)c1 returned CAKI-1 76.8, RXF 393 93.2, A498 93.1, SF-268 90.5, SNB-75 92.4, SF-539 90.3, ACHN 102.1 and SNB-19 98.5.
O=S(=O)(O)c1ccc(N=NSc2ccc3ccccc3c2)cc1 was read as RXF 393 116.5, A498 106.5, SF-268 98.8, SNB-75 113.3, SF-539 100.5, ACHN 95.3 and SNB-19 105.2.
For COc1ccc2c(c1)c(-c1nc(-c3cn(C)c4c(Cl)nccc34)cs1)cn2C(=O)OC(C)(C)C the results were CAKI-1 101.9, RXF 393 92.6, A498 88.3, SF-268 109.8, SNB-75 97.6, SF-539 86.8, ACHN 89.7 and SNB-19 108.6.
CCOC(=O)c1cnccc1NC1CCCCC1 was read as RXF 393 105.1, A498 105.4, SF-268 97.0, SNB-75 94.5, SF-539 104.0, ACHN 110.9 and SNB-19 113.0.
Screening Cc1ccc2oc(=O)cc(/C(=C3/C=CC=N3)c3ccc[nH]3)c2c1 returned CAKI-1 4.0*, RXF 393 -21.7*, A498 -9.4*, SF-268 12.7, SNB-75 8.9*, SF-539 -33.6*, ACHN 10.0 and SNB-19 16.2.
For CSc1ncnc2[nH]ncc12 the results were CAKI-1 93.8, RXF 393 114.4, A498 114.6, SF-268 111.7, SNB-75 90.3, SF-539 108.6, ACHN 115.1 and SNB-19 109.0.
`Cc1cc(Cc2cc(C)c(N)cc2N)c(N)cc1N` gave RXF 393 102.8, A498 98.8, SF-268 90.9, SNB-75 91.4, SF-539 103.3, ACHN 98.8 and SNB-19 96.3.
Nc1nc(Nc2ccccc2)c2c(n1)-c1ccoc1CC2 was read as RXF 393 109.3, A498 93.5, SF-268 96.4, SNB-75 100.0, SF-539 101.8, ACHN 112.7 and SNB-19 99.9.
For COc1cc(CNC(=O)Cc2ccccc2)ccc1OCc1cn(-c2cccc(C(F)(F)F)c2)nn1 the results were CAKI-1 87.3, RXF 393 55.5, SF-268 93.5, SNB-75 26.0, SF-539 71.5, ACHN 75.1 and SNB-19 75.4.
For O=C(NCCNc1nccc(-c2c(-c3cccc(O)c3)nc3sccn23)n1)Nc1cc(C(F)(F)F)cc(C(F)(F)F)c1 the results were CAKI-1 72.3, RXF 393 41.4, A498 86.0, SF-268 69.4, SNB-75 66.1, SF-539 96.5, ACHN 65.9 and SNB-19 90.8.
`[O-][n+]1ccc(CC(O)(C(F)(F)F)C(F)(F)F)cc1` gave CAKI-1 105.2, RXF 393 116.2, A498 108.8, SNB-75 93.9, SF-539 107.9, ACHN 110.5 and SNB-19 107.1.
Cc1cc(C(C)(C)c2cc(C)c(O)c(CN(C)C)c2)cc(CN(C)C)c1O was read as CAKI-1 79.6, RXF 393 61.5, A498 69.5, SF-268 101.5, SNB-75 90.1, SF-539 80.3 and ACHN 86.2.
`Clc1nc(-c2ccccc2)nc2ccccc12` gave CAKI-1 75.2, RXF 393 109.1, A498 169.2, SF-268 116.0, SNB-75 74.2, SF-539 102.2, ACHN 106.5 and SNB-19 91.3.

2 records picked at random from those above:
For O=C(NCCNc1nccc(-c2c(-c3cccc(O)c3)nc3sccn23)n1)Nc1cc(C(F)(F)F)cc(C(F)(F)F)c1 the results were CAKI-1 72.3, RXF 393 41.4, A498 86.0, SF-268 69.4, SNB-75 66.1, SF-539 96.5, ACHN 65.9 and SNB-19 90.8.
`Cc1cc(Cc2cc(C)c(N)cc2N)c(N)cc1N` gave RXF 393 102.8, A498 98.8, SF-268 90.9, SNB-75 91.4, SF-539 103.3, ACHN 98.8 and SNB-19 96.3.

(next part)
Screening Fc1ccc(C2=NN(c3cc(Cl)cc(Cl)c3)C(c3cccc(Nc4ccnc5cc(Cl)ccc45)c3)C2)cc1 (centres undefined) returned RXF 393 77.3, A498 99.7, SF-268 78.2, SNB-75 83.2, SF-539 98.5, ACHN 80.3 and SNB-19 80.9.
Cl/N=C1/C=CC=C/C1=N/Cl was read as CAKI-1 95.4, RXF 393 107.3, A498 113.7, SF-268 113.5, SNB-75 87.1, SF-539 110.4, ACHN 91.6 and SNB-19 98.9.
Cc1cc(NS(=O)(=O)c2ccc(Nc3ccnc(SCC(=O)c4ccc(F)cc4)n3)cc2)no1 was read as CAKI-1 94.6, RXF 393 105.5, A498 96.8, SF-268 101.1, SNB-75 99.1, SF-539 100.9, ACHN 104.2 and SNB-19 102.1.
For Nc1nnc(SCC(=O)NN2C(=O)NC3(CCCCC3)C2=O)s1 the results were CAKI-1 108.9, RXF 393 102.3, A498 114.6, SF-268 143.8, SNB-75 92.0, SF-539 97.3, ACHN 105.0 and SNB-19 113.6.
Screening NC(=S)N/N=C/c1ccc(N)cc1 returned CAKI-1 101.3, RXF 393 107.1, A498 91.2, SF-268 97.1, SNB-75 96.1, SF-539 103.1, ACHN 108.2 and SNB-19 104.1.
`Cc1cccc2c1nc(-c1ccc3c(c1)OCO3)n2Cc1c(F)cccc1F` gave CAKI-1 84.9, RXF 393 79.7, A498 57.5, SF-268 89.7, SNB-75 69.7, SF-539 94.0, ACHN 96.6 and SNB-19 88.8.
Screening COc1cc(CNC(=O)/C=C/c2ccccc2)ccc1OCc1cn(-c2ccc(Br)cc2)nn1 returned CAKI-1 79.4, RXF 393 82.4, SF-268 79.3, SNB-75 82.9, SF-539 89.5, ACHN 86.2 and SNB-19 87.7.
`Nc1ccc(C(=O)Nc2cncnc2Oc2cccc(C(F)(F)F)c2)cc1` gave RXF 393 103.9, A498 96.8, SF-268 100.6, SNB-75 74.8, SF-539 99.2, ACHN 94.4 and SNB-19 94.3.
Screening Nc1nc2nonc2nc1Nc1ccccc1F returned CAKI-1 88.9, RXF 393 113.8, A498 69.0, SF-268 98.8, SNB-75 77.8, SF-539 96.2, ACHN 110.0 and SNB-19 106.4.
CCCCC(CC)(CO)CO was read as CAKI-1 96.1, A498 113.6, SF-268 108.9, SNB-75 103.3, SF-539 102.6, ACHN 101.4 and SNB-19 109.2.
Screening C=CCn1c(=O)n(C)c(=O)c2c1nc(Cl)n2C returned CAKI-1 95.7, RXF 393 110.5, A498 102.2, SF-268 105.5, SNB-75 76.2, SF-539 111.1, ACHN 106.9 and SNB-19 104.1.
Screening COc1cc(C=O)ccc1Oc1nc(NCCO)nc(N2CCOCC2)n1 returned CAKI-1 91.1, RXF 393 112.4, SF-268 95.2, SNB-75 102.3, SF-539 102.1, ACHN 104.4 and SNB-19 100.6.

Compounds shown so far that contain an aryl thioether with sulfur outside any ring, in the order listed:
`NS(=O)(=O)c1ccc(CCn2c(SCC(=O)N/N=C/c3ccc(F)cc3)nc3ccccc3c2=O)cc1` gave CAKI-1 94.4, RXF 393 91.6, A498 101.1, SF-268 92.3, SNB-75 87.7, SF-539 95.9, ACHN 105.1 and SNB-19 95.9.
Screening CCn1c(SCC(=O)c2ccc(Br)cc2)nnc1-c1ccncc1 returned CAKI-1 95.6, RXF 393 112.7, A498 91.1, SF-268 96.5, SNB-75 81.7, SF-539 99.3, ACHN 109.4 and SNB-19 99.2.
For CSc1ncnc2[nH]ncc12 the results were CAKI-1 93.8, RXF 393 114.4, A498 114.6, SF-268 111.7, SNB-75 90.3, SF-539 108.6, ACHN 115.1 and SNB-19 109.0.
Cc1cc(NS(=O)(=O)c2ccc(Nc3ccnc(SCC(=O)c4ccc(F)cc4)n3)cc2)no1 was read as CAKI-1 94.6, RXF 393 105.5, A498 96.8, SF-268 101.1, SNB-75 99.1, SF-539 100.9, ACHN 104.2 and SNB-19 102.1.
For Nc1nnc(SCC(=O)NN2C(=O)NC3(CCCCC3)C2=O)s1 the results were CAKI-1 108.9, RXF 393 102.3, A498 114.6, SF-268 143.8, SNB-75 92.0, SF-539 97.3, ACHN 105.0 and SNB-19 113.6.
